# Assay outcomes as filed in PubChem.
# IMPase Li cell: IMPase inhibition in cells with lithium potentiation; CHO-M1 cells, IP1 TR-FRET (IP-One), carbachol + lithium; 210,000 compounds, 0.35% hits; Potency, µM (titrated, usually from 59.4 µM), for the others: at the highest dose activity, negative = IMPase inhibition, hits mostly inhibitors;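 further: IP1 builds up when IMPase is blocked and the TR-FRET signal falls; potency means the concentration at half of the fitted maximal effect; plate controls were basal vehicle for no effect and high inhibitor control for full effect; nearly all actives have a fitted effect of over 50% in size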
#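 Concentration–response in CHO-M1 cells, lithium-potentiated; 30 min at 37C. IP1 detected by competitive TR-FRET after 10 min lysis at RT. Hill-fitted AC50.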
# L3MBTL1 inh: inhibitors of human L3MBTL1; Q9Y468; AlphaScreen L3MBTL1–H3K9me1 peptide binding; Potency, µM (titrated, usually from 57.1 µM), inactives show top-dose activity, negative = inhibition, hits mostly inhibitors; 230,000 compounds, 0.66% hits; AID 485360; further: potency means the concentration at half of the fitted maximal effect; on the % scale 0 is the no-effect control and ±100 the full control effect; nearly all actives have a fitted effect of over 60% in size
# Target sequence (Q9Y468 whole entry, looked up): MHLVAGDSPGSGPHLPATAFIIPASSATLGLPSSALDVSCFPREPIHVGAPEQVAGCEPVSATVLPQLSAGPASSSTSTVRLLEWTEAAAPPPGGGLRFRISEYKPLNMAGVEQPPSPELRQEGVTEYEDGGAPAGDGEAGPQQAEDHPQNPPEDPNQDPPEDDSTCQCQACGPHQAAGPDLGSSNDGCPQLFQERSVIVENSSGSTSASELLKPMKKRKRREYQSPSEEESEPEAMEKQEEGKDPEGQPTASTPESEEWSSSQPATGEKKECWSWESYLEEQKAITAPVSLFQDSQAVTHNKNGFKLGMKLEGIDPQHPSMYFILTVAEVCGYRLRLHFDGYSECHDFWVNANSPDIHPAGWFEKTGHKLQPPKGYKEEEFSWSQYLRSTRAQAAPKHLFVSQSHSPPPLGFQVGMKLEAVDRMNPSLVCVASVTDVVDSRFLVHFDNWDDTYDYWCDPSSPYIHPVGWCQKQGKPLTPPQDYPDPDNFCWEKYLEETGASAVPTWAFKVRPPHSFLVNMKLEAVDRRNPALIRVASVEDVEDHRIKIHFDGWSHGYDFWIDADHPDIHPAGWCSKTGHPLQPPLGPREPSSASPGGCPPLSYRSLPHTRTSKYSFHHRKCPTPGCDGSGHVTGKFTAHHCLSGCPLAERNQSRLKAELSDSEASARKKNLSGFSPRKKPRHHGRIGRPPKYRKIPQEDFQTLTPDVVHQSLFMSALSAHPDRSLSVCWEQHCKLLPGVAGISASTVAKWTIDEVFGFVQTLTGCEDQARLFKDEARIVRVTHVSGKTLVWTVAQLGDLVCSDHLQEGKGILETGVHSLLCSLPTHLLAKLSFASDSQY
#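 L3MBTL1 (50 nM) pre-complexed 30 min with biotinylated H3(1-15)K9me1 peptide (75 nM), then compounds added for 30 min at room temperature; AlphaScreen streptavidin donor/nickel chelate acceptor beads (10 ug/mL final) read after 30 min dark incubation.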
# Epigenetic derep: epigenetic control regulation, reporter derepression; AID 1865; Potency, µM (series often up to 53.9 µM), for inactives: at the top dose GFP activation, actives largely listed as activators; 280,000 compounds, 0.2% hits; murine LDR cells, GFP reporter derepression, 30 h; further: potency means the concentration at half of the fitted maximal effect; % of control where 0% means no effect; nearly all actives have a fitted effect of over 60% in size
#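 GFP-positive cell count by laser-scanning cytometry (objects 20–120 um) after 30 h, 37 C compound exposure of murine LDR cells; reporter is CMV-GFP integrated at a silenced locus, inducible by HDAC or DNMT inhibitors.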
# HttQ103 aggreg: inhibitors of mutant huntingtin aggregate formation in PC12 cells. PC12 HttQ103-GFP aggregates, Acumen cytometry, 40 h. Potency, µM (highest dose often 46.1 µM), inactives show top-dose activity change, negative = inhibition, most hits filed as inhibitors. 220,000 compounds, 1.1% hits. AID 1688; further: potency means the concentration at half of the fitted maximal effect; on the % scale 0 is the no-effect control and ±100 the full control effect; nearly all actives have a fitted effect of over 60% in size
#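 Read-out: GFP aggregate count by laser scanning cytometer (488 nm excitation, 500-530 nm emission, 1–25 µm objects >6 SD above background). Cells: PC12, inducible HTTex1-Q103-GFP, 100 nM tebufenozide; compounds titrated.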
# NPSR antag: neuropeptide S receptor (human) antagonism, cAMP | Q6W5P4 | CHO-NPSR cells, cAMP TR-FRET, antagonist mode | Potency, µM (titrated, usually from 38.3 µM), for the others: top-dose activity change, negative = inhibition, actives largely listed as inhibitors | 220,000 compounds, 1% hits | AID 1461; further: potency means the concentration at half of the fitted maximal effect; on the % scale 0 is the no-effect control and ±100 the full control effect; nearly all actives have a fitted effect of over 50% in size; many of its hits are not listed in these tables
# Luc counter: Kinase-Glo luciferase inhibition (counter-screen); Kinase-Glo luciferase, ATP luminescence, 8 min; Potency, µM (doses to about 38.3 µM), for the others: at the top dose activity change, negative = inhibition, usual class: inhibitors; 200,000 compounds, 0.28% hits; AID 1379; further: potency means the concentration at half of the fitted maximal effect; on the % scale 0 is the no-effect control and ±100 the full control effect; nearly all actives have a fitted effect of over 60% in size
#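 Recombinant Kinase-Glo luciferase, 10 uM ATP (linear range), luciferin; imidazole pH 7.2 / KCl / MgCl2 / Tween / BSA buffer; 8 min RT; luminescence.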
# CBFb-RUNX1 inh: inhibitors of human CBF-beta and RUNX1 interaction. Potency, µM (doses to about 59.8 µM), for the others: at the highest dose activity, negative = inhibition, most hits filed as inhibitors. AlphaScreen CBFb-His/RUNX1-biotin binding, biochemical. AID 1477. 230,000 tested, under 10 active; further: % of control where 0% means no effect
#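 Room-temperature protein-protein interaction test with 30 nM each of His-tagged CBF-beta and biotinylated RUNX1, 15 min with compound, then 90 min with nickel plus streptavidin beads. Signal read in AlphaScreen mode.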
# An asterisk follows results filed as active; ? = inconclusive; · = not tested or not shown; & = joins results of further samples; [ ] = remark or other dose. The call rests on the fitted dose curve; in most records, active means well fitted curve in the direction sought with a large enough effect; inconclusive means small, poorly fitted or top-dose-only effect, or another doubt; inactive means no such curve, though single readings can be large; an effect the other way counts as inactive or inconclusive. An excerpt, so the mix of outcomes need not match the whole.
smiles	IMPase Li cell	L3MBTL1 inh	Epigenetic derep	HttQ103 aggreg	NPSR antag	Luc counter	CBFb-RUNX1 inh
Cc1cccc(NC(=S)NNC(=O)c2ccc(O)cc2O)c1C	11.7%	-30.0%	-4.3%	-30.2%	2.7%	-0.3%	-7.2%
CCOC(=O)/C(=N\Nc1cccc(C(F)(F)F)c1)N(CCOC)CCOC	29.9%[38.3 µM]	·	-0.7%	4.7%	-11.2%[46.1 µM]	16.9%	6.8%
CC(=O)CCc1ccc(OCCCCN2CCC(Cc3ccccc3)CC2)cc1	29.6%	1.9%[11.4 µM]	-0.1%	-11.8%	-4.9%	-1.1%	1.1%
Cc1oc(-c2cccc(Cl)c2)nc1CN1CCC(C(=O)NCc2ccco2)CC1	-21.4%[38.3 µM]	-0.4%	-1.9%	13.5%	-1.4%[46.1 µM]	-6.5%	-2.9%
Cc1ccc(C(=O)N(CC(=O)NC2CCCCC2)c2ccccc2C)s1	18.1%[38.3 µM]	-0.1%	-1.1%	-13.9%	-20.1%[46.1 µM]	-2.5%	-7.4%
CCN(CC)Cc1cc(NC2=NS(=O)(=O)c3ccccc32)ccc1OC(=O)c1ccccc1	-0.3%	3.7%	-3.8%	2.3%	-6.3%	-1.2%	-2.5%
COc1ccc(C(=O)Oc2cc(/C=N/NS(=O)(=O)c3ccc(C)cc3)ccc2OC)cc1	-3.4%[38.3 µM]	-11.8%	-1.2%	-0.6%	?	2.5%	-9.8%
CC(C)COc1ccc(C(=O)NC(=S)Nc2ccc(CN3CCOCC3)cc2)cc1	3.2%	3.5%	-3.2%	14.5%	7.0%	3.0%	-10.2%
Oc1oc(-c2ccco2)nc1C=Nc1ccccc1	7.7%[38.3 µM]	·	3.9%	13.0%	-22.5%[46.1 µM]	4.3%	-1.5%
Cc1cc(C)nc(N2CCN(c3nnnn3-c3ccccc3)CC2)n1	62.2%[activator][38.3 µM]	·	-1.0%	-4.6%	-8.9%[46.1 µM]	-2.3%	1.4%
CN(CC(=O)Nc1ccc(N2CCOCC2)cc1)CC(=O)Nc1ccc(C(F)(F)F)cc1	6.2%	·	0.0%	-13.3%	-11.3%	-2.7%	-4.2%
COc1ccc(O[C@H]2C=C[C@@H](c3ccccc3)O[C@@H]2COC(=O)CCC(C)=NO[C@@H]2O[C@H](COC(C)=O)[C@@H](OC(C)=O)[C@H](OC(C)=O)[C@H]2OC(C)=O)cc1	2.0%	-11.1%	1.4%	-8.5%	-7.8%	-0.7%	5.5%[2.36 µM]
CCCCC(=O)Nc1c(O)c2ccccc2[nH]c1=O	7.9%[38.3 µM]	-3.8%	-9.5%	14.5%	-7.1%[46.1 µM]	5.4%	-5.8%
Cc1cccc(NC(=S)c2nc3ccccc3s2)c1	-3.6%[38.3 µM]	?	-1.2%	-11.0%	-24.6%[46.1 µM]	-10.9%	·
Cc1ccc(S(=O)(=O)N[C@H](C(=O)N2CCC(C(=O)NCC(=O)O)CC2)C(C)C)cc1	10.0%[38.3 µM]	-0.4%	-1.2%	8.8%	1.1%[46.1 µM]	-3.1%	6.6%
CCOC(=O)c1ccc(Nc2cc(C)nc3ncnn23)cc1	-9.7%[38.3 µM]	30.7%[activator]	1.5%	13.0%	-9.4%[46.1 µM]	-6.6%	-2.5%
Cc1cc(C(=O)N=Nc2c(O)n(C(C)C)c3ccccc23)n[nH]1	·	-5.8%	-2.1%	1.1%	-16.4%[46.1 µM]	·	7.5%
CC(=O)OC[C@H]1COc2ccc3ccccc3c2[C@H]1N(C)C(C)=O	-1.9%	-11.4%	1.1%	0.3%	-4.0%	-5.6%	22.1%
O=c1c([N+](=O)[O-])c[nH]c2ccccc12	-6.2%	-11.4%	1.1%	5.3%	18.5%	-1.8%	13.6%
CNC(=O)COC(=O)/C=C/c1c(C)nn(-c2ccccc2)c1C	-1.0%	10.3%	1.0%	-11.6%	9.9%	-0.2%	2.3%
Nc1cccc2c1C(=O)N(Cc1cccc(Cl)c1)C2=O	-5.0%	·	1.4%	5.5%	-28.5%	-1.5%	?
CCc1cc(C)cc(OCCNC(=O)c2cncc(Br)c2)c1	5.5%[38.3 µM]	·	-0.6%	-18.9%[9.22 µM]	-18.0%[46.1 µM]	-1.0%	7.2%
COC1(OC)N=C(N)C2(C#N)C(c3ccc4c(c3)OCO4)C12C#N (stereo unspecified)	-4.6%[38.3 µM]	-9.2%	-0.9%	-30.1%	-12.1%[46.1 µM]	1.8%	2.5%
O=C(NCc1cccnc1)C1CCCN(Cc2cnn(-c3ccccc3)c2-n2cccc2)C1 (stereo unspecified)	30.7%[activator][38.3 µM]	·	2.8%	3.0%[9.22 µM]	-9.6%[46.1 µM]	6.4%	-1.2%
CCOC(=O)c1sc(NC(=O)C(CC)Sc2nnc3c4ccccc4n(CC)c3n2)nc1C (stereo unspecified)	·	11.5%	1.0%	9.3%[9.22 µM]	-39.4%	·	-0.4%
O=C(NCc1ccco1)C1CCCN(S(=O)(=O)c2ccc(Cl)cc2)C1 (stereo unspecified)	22.1%[38.3 µM]	·	-8.7%	-12.9%	-4.8%[46.1 µM]	2.3%	-2.4%
Brc1ccc(-c2nc(-c3ccncc3)no2)o1	-7.7%[38.3 µM]	7.8%[11.4 µM]	0.0%	3.5%	-3.2%[46.1 µM]	-4.6%	3.6%
CCN(CC)C(=O)C(C(=O)c1cccc([N+](=O)[O-])c1)n1cc(Cl)ccc1=O (stereo unspecified)	4.0%	13.5%	-1.4%	20.2%[9.22 µM]	-28.0%	-1.0%	1.9%
c1ccc(-c2nc3ccccc3nc2-c2ccccn2)nc1	14.5%[38.3 µM]	-8.2%	-1.1%	-1.3%	-4.0%[46.1 µM]	1.5%	2.1%
Cc1cc(C)n(-c2nc(-n3nc(C)cc3C)c3c4c(sc3n2)COC(C)(C)C4)n1	2.0%[38.3 µM]	-3.9%	-3.4%	8.8%	-18.7%[46.1 µM]	-8.2%	1.1%
O=C1CCN(Cc2ccccc2)S(=O)(=O)c2ccccc21	·	·	0.0%	5.7%[9.22 µM]	0.0%	·	4.0%&8.2%
COc1ccc(C2C3=C(CC(c4ccco4)CC3=O)Nc3ccccc3N2C(C)=O)cc1 (stereo unspecified)	-9.4%[38.3 µM]	-3.7%	-1.1%	-4.2%	-6.1%[46.1 µM]	1.0%	0.5%
COc1ccc(C2CC(=O)Oc3cc(O)ccc32)cc1 (stereo unspecified)	-6.4%	-8.8%	2.5%[96.6 µM]	·	·	-0.2%[39.9 µM]	6.7%[89.1 µM]
CC1CCc2onc(C(=O)O)c2C1 (stereo unspecified)	5.3%	3.2%	-4.2%	0.8%[9.22 µM]	-7.0%	-0.7%	3.4%
O=C(OCC#CCSc1nnc(-c2ccc(Br)cc2)o1)c1ccco1	1.2%[38.3 µM]	7.6%	-1.6%	12.2%	-8.2%[46.1 µM]	-6.7%	13.7%
O=C(N/N=C/c1ccccn1)c1cc(-c2ccccc2)nc2ccccc12	·	-24.4%	10.6%	?	-47.4%	·	-25.0%
CCOc1ccc2nc(/N=C/c3c(C)[nH]n(-c4ccccc4)c3=O)sc2c1	0.3%	-10.5%	3.4%	14.3%	5.0%	?	-2.6%
CC(C)n1nnnc1SCC(=O)N1CCOCC1	10.5%[38.3 µM]	-2.7%	-0.1%	-2.2%	17.7%[46.1 µM]	1.7%	3.3%
O=C(O)C1=C(C(=O)Nc2ccc(F)c(Cl)c2)CCCC1	30.0%[38.3 µM]	15.2%	0.0%	16.2%	?	2.2%	12.8%
N#Cc1c(N)c(C(=O)c2ccc(Br)cc2)n2c1CCC2	2.9%[38.3 µM]	-2.6%	0.0%	-19.1%	-4.3%[46.1 µM]	0.8%	-9.4%
COc1cccc(C2C(=O)N(C3CCCCC3)CC(=O)N2Cc2ccc(F)cc2)c1 (stereo unspecified)	38.3%[activator][38.3 µM]	·	0.8%	20.2%[9.22 µM]	-13.5%[46.1 µM]	-0.6%	1.3%
CCCCN(C)S(=O)(=O)c1cc(Br)cc2c1N(C(=O)C1CC1)CC2	18.5%[38.3 µM]	·	1.0%	-19.4%	-19.6%[46.1 µM]	3.7%	4.8%
COc1ccccc1CC(Cc1nc2ccccc2[nH]1)c1nc2ccccc2[nH]1 (stereo unspecified)	25.8%&14.6%	-9.3%	-4.6%&3.4%	1.4%[9.22 µM]	43.7%	-2.9%&-1.0%	0.0%[21.7 µM]
Cc1cc(/C=C2\SC(=S)NC2=O)c(C)[nH]1	21.2%	-18.5%	3.8%	?	-30.1%	2.2%	3.1%
COc1cccc(N=CC2=C(O)CC(C)(C)CC2=O)c1	10.1%	-0.6%	0.1%	?	7.6%	-1.9%	3.6%
Cc1nn(-c2cc(N3CCCCC3)ccc2[N+](=O)[O-])c(=O)c2ccccc12	9.5%	-14.0%	0.3%	10.1%	-40.6%[46.1 µM]	0.7%	11.7%
CCn1nc(C(=O)Nc2cccc3ccccc23)c(Cl)c1Cl	17.0%[38.3 µM]	58.1%[activator]	0.0%	-1.2%	-11.5%[46.1 µM]	-0.4%	?
CC(=O)Nc1sc(C)c(C)c1C(=O)Nc1ccc(C)cc1	-9.7%[38.3 µM]	2.9%	-0.9%	5.4%	-3.3%[46.1 µM]	3.7%	2.9%

# Random excerpt: 6 compounds from above.
smiles	IMPase Li cell	L3MBTL1 inh	Epigenetic derep	HttQ103 aggreg	NPSR antag	Luc counter	CBFb-RUNX1 inh
O=C(O)C1=C(C(=O)Nc2ccc(F)c(Cl)c2)CCCC1	30.0%[38.3 µM]	15.2%	0.0%	16.2%	?	2.2%	12.8%
CC1CCc2onc(C(=O)O)c2C1 (stereo unspecified)	5.3%	3.2%	-4.2%	0.8%[9.22 µM]	-7.0%	-0.7%	3.4%
O=C(NCc1ccco1)C1CCCN(S(=O)(=O)c2ccc(Cl)cc2)C1 (stereo unspecified)	22.1%[38.3 µM]	·	-8.7%	-12.9%	-4.8%[46.1 µM]	2.3%	-2.4%
Nc1cccc2c1C(=O)N(Cc1cccc(Cl)c1)C2=O	-5.0%	·	1.4%	5.5%	-28.5%	-1.5%	?
CCOC(=O)/C(=N\Nc1cccc(C(F)(F)F)c1)N(CCOC)CCOC	29.9%[38.3 µM]	·	-0.7%	4.7%	-11.2%[46.1 µM]	16.9%	6.8%
CNC(=O)COC(=O)/C=C/c1c(C)nn(-c2ccccc2)c1C	-1.0%	10.3%	1.0%	-11.6%	9.9%	-0.2%	2.3%
